Screening data deposited in PubChem by several laboratories.
GDH-TPI inh: counter-screen for M. tuberculosis FBA inhibitors: GDH-TPI coupled enzymes. GDH-TPI coupled enzyme counterscreen, NADH absorbance. inhibition, % at 4.8 µM. actives 1.2% (n = 360,000); in the data active means inhibition above about 30%;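 further: 0% = DMSO wells and 100% = wells lacking the enzyme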
Vc quorum ag: inducers of Vibrio cholerae quorum light production without autoinducers | activation, % at 18.7 µM | actives 0.16% (n = 350,000) | V. cholerae BH1578 lux reporter, luminescence, 6 h; in the data active means activation mostly above about 9.7%, no sharp cut-off; further: not every result past the cut was called active; inactives centre near 0; reference of the scale not given here
TcdB GH inh: blocks C. difficile toxin B glycohydrolase activity; P18177; TcdB glycohydrolase enzymatic assay, plate reader; inhibition, % at 9.99 µM; actives 0.24% (n = 350,000); in the data active means inhibition above about 10%
Mtb UGM inh: Mtb UDP-galactopyranose mutase inhibition. P9WIQ1. purified UGM, fluorescence polarization probe displacement. inhibition, % at 10 µM. actives 0.06% (n = 320,000). AID 504406; in the data active means inhibition above about 10%, passing the limit was not always enough
Target sequence (P9WIQ1 whole entry, looked up): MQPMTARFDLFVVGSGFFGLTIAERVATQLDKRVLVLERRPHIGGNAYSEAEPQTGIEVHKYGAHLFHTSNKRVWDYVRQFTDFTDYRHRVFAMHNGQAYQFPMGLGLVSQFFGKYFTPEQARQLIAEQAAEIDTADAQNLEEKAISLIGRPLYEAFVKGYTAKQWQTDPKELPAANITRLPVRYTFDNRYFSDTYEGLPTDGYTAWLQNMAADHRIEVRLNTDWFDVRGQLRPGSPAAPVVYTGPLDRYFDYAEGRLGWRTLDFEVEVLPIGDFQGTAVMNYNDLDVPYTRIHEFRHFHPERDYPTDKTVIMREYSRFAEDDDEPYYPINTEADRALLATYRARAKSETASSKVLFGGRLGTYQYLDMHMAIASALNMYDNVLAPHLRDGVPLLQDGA
PfHsp40 rescue: rescue of PfHsp40-mediated yeast toxicity | S. cerevisiae expressing PfHsp40, growth rescue, ATP luminescence | growth rescue, % at 12.5 µM | actives 0.68% (n = 340,000); in the data active means growth rescue above about 28%, passing the limit was not always enough;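 further: yeast W303a lacking pdr1 and pdr3 grown in galactose medium; growth measured after three days at 30 °C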
FadD28 FP inh: blocks FadD28 binding to the bisubstrate probe | fluorescence polarization | inhibition, % at 12.5 µM | actives 0.22% (n = 360,000); in the data active means inhibition above about 8.5%, passing the limit was not always enough
Y pestis TopoI: blocks Yersinia pestis topoisomerase I activity; Y. pestis Topo-I cleavage product accumulation, plate reader; activity, % at 10 µM; actives 0.064% (n = 360,000); in the data active means activity above about 50%, passing the limit was not always enough; further: inactives centre near 2
FBA Mtb inh: Mtb fructose-bisphosphate aldolase inhibition. purified M. tuberculosis FBA, fluorescence read-out. actives 2.3% (n = 360,000). inhibition, % at 1 µM. AID 588726. P9WQA3; in the data active means inhibition above about 27%;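 further: 0% = vehicle and 100% = reference inhibitor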
Target sequence (P9WQA3 whole entry, looked up): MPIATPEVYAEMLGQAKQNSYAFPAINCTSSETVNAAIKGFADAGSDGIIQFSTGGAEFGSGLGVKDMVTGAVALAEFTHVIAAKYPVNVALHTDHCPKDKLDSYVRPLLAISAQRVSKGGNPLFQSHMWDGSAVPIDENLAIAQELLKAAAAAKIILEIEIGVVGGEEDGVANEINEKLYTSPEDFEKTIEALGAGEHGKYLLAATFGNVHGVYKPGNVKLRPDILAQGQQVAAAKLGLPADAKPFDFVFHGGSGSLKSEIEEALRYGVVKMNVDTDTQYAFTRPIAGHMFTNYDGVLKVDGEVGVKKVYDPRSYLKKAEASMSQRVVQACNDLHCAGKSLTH
BioA inh: inhibitors of Mycobacterium tuberculosis BioA enzyme. inhibition, % at 9.99 µM. actives 0.096% (n = 360,000). AID 602481. purified M. tuberculosis BioA enzyme, plate reader; in the data active means inhibition above about 40%
* hit, by the source's call. Random draw from the library; overall some 4.6% were active at least once.

For CC(C)CNc1ncnc2c1ncn2[C@H]1CN(Cc2cccc3ccccc23)C[C@@H](CO)O1 the results were GDH-TPI inh 4, Vc quorum ag -0.7, TcdB GH inh 0.8, FadD28 FP inh -3.3, Y pestis TopoI 26, FBA Mtb inh 2 and BioA inh 1.0.
For O=C(NNC(=O)c1ccccc1Br)c1ccccc1Cl the results were GDH-TPI inh -5, Vc quorum ag inactive, TcdB GH inh 0.5, Mtb UGM inh -4.6, PfHsp40 rescue -0.3, FadD28 FP inh 0.0, Y pestis TopoI 4 and FBA Mtb inh 4.
Screening COCc1ccc(C(=O)N(C)CC2CCCN(CCc3ccc(OC)cc3)C2)o1 (stereo unspecified) returned GDH-TPI inh -1, Vc quorum ag -2.1, TcdB GH inh 0.0, Mtb UGM inh 0.5, PfHsp40 rescue -0.1, FadD28 FP inh 0.3, Y pestis TopoI 2, FBA Mtb inh -1 and BioA inh -0.3.
Screening CCCCC(=O)Nc1cc(C)c2c(=O)oc3ccccc3c2n1 returned GDH-TPI inh -3, Vc quorum ag 4.5, Mtb UGM inh 0.1, PfHsp40 rescue -0.7, FadD28 FP inh -3.1, Y pestis TopoI 3, FBA Mtb inh 9 and BioA inh 0.2.
For CCC1=NC(c2ccc(OC)c(OC)c2)N(O)C1(C)C (stereo unspecified) the results were GDH-TPI inh 1, Vc quorum ag inactive, Mtb UGM inh -2.4, PfHsp40 rescue -0.3, FadD28 FP inh -4.2, Y pestis TopoI 0, FBA Mtb inh -5 and BioA inh 0.1.
CCOC(=O)c1c(NC(N)=O)nc2n1CCC2 was read as GDH-TPI inh 14, Vc quorum ag inactive, TcdB GH inh 2.0, Mtb UGM inh -2.8, PfHsp40 rescue 1.6, FadD28 FP inh -1.8, Y pestis TopoI -1, FBA Mtb inh 3 and BioA inh -0.1.
`O=C(NCC(c1ccco1)N1CCOCC1)c1ccc([N+](=O)[O-])cc1` (stereo unspecified) gave GDH-TPI inh -1, Vc quorum ag 2.1, TcdB GH inh 0.2, Mtb UGM inh -1.4, PfHsp40 rescue -0.1, FadD28 FP inh 1.2, Y pestis TopoI -5 and FBA Mtb inh 2.
For Cc1[nH]n(-c2ccccc2)c(=O)c1CCOC(=O)c1ccc(C(F)(F)F)cc1 the results were GDH-TPI inh 8, Vc quorum ag inactive, Mtb UGM inh -0.4, PfHsp40 rescue 1.7, FadD28 FP inh -0.1, Y pestis TopoI 4, FBA Mtb inh 0 and BioA inh -0.4.
For CC(CC1C(C#N)=C(N)OC2=C1C(=O)CCC2)c1ccccc1 (stereo unspecified) the results were GDH-TPI inh 8, Vc quorum ag -10, Mtb UGM inh -1.5, PfHsp40 rescue -0.1, FadD28 FP inh -0.3, Y pestis TopoI -1 and FBA Mtb inh -3.
For COc1ccc(/C=C/C(=O)NCC(=O)N/N=C(/C)c2ccc(Cl)cc2)cc1 the results were GDH-TPI inh 20, Vc quorum ag 0.1, TcdB GH inh 0.7, Mtb UGM inh 0.7, PfHsp40 rescue 0.1, FadD28 FP inh 1.1, Y pestis TopoI 3, FBA Mtb inh 1 and BioA inh -1.8.
COc1ccc(OC)c(NC(=O)c2cc(-c3ccc(C)cc3O)n[nH]2)c1 was read as GDH-TPI inh 0, Vc quorum ag inactive, Mtb UGM inh -1.7, PfHsp40 rescue 2.3, FadD28 FP inh -3.0, Y pestis TopoI 9, FBA Mtb inh 2 and BioA inh 1.0.
Screening O=C(C1CCN(S(=O)(=O)c2ccccc2)CC1)N1CCN(c2ccccc2)CC1 returned GDH-TPI inh 1, Vc quorum ag inactive, TcdB GH inh -1.0, Mtb UGM inh 2.2, PfHsp40 rescue 0.0, FadD28 FP inh -1.2, Y pestis TopoI 17, FBA Mtb inh 3 and BioA inh -0.9.
CC(C)c1ccc(/C=N/NC(=O)c2nnn(-c3nonc3N)c2CN2CCOCC2)cc1 was read as GDH-TPI inh -4, Vc quorum ag 1.5, TcdB GH inh 0.8, Mtb UGM inh -0.3, PfHsp40 rescue -0.2, FadD28 FP inh -4.5, Y pestis TopoI 6, FBA Mtb inh 0 and BioA inh -3.1.
Screening O=C(NNS(=O)(=O)c1ccc(Br)cc1)c1csnn1 returned GDH-TPI inh 5, Vc quorum ag -1.0, TcdB GH inh -2.6, PfHsp40 rescue -2.2, FadD28 FP inh -1.8, Y pestis TopoI 2 and FBA Mtb inh 8.
`CCC(Sc1ncnc2sc(C)c(C)c12)C(=O)OC` (stereo unspecified) gave GDH-TPI inh 14, Vc quorum ag inactive, Mtb UGM inh -1.2, PfHsp40 rescue -1.8, FadD28 FP inh -3.1, Y pestis TopoI 13, FBA Mtb inh 1 and BioA inh 2.5.
`CC(C)[C@H](NC(=O)c1ccco1)C(=O)Nc1ccc(N2CCCCCC2)cc1` gave GDH-TPI inh 4, Vc quorum ag -0.3, TcdB GH inh -8.1, FadD28 FP inh -1.7, Y pestis TopoI 2, FBA Mtb inh 0 and BioA inh -0.4.
Screening COc1cc(CNCc2ccccc2Cl)ccc1OCC(=O)NC1CCCCC1 returned GDH-TPI inh -17, Vc quorum ag -0.1, TcdB GH inh -0.9, Mtb UGM inh -4.1, PfHsp40 rescue -0.8, FadD28 FP inh -4.8, Y pestis TopoI 11, FBA Mtb inh -5 and BioA inh 1.0.
Screening O=C1CN(c2ccc(F)cc2)C(=S)N1c1ccccc1 returned GDH-TPI inh 6, Vc quorum ag inactive, TcdB GH inh 0.6, Mtb UGM inh 0.5, PfHsp40 rescue -0.5, FadD28 FP inh -4.1, Y pestis TopoI -2, FBA Mtb inh 0 and BioA inh 0.4.
CN(Cc1c(F)cccc1Cl)C(=O)CCc1c[nH]c2ccccc12 was read as GDH-TPI inh -1, Vc quorum ag -0.3, TcdB GH inh 3.4, Mtb UGM inh 0.2, PfHsp40 rescue 1.7, FadD28 FP inh 1.0, Y pestis TopoI 25, FBA Mtb inh 3 and BioA inh 1.4.
For CCCC(=O)Nc1cccc(NC(=O)c2ccc3c(c2)OCO3)c1 the results were GDH-TPI inh -2, Vc quorum ag -0.3, Mtb UGM inh 2.8, PfHsp40 rescue -0.4, FadD28 FP inh -4.2, Y pestis TopoI 1, FBA Mtb inh 0 and BioA inh 4.1.
`NS(=O)(=O)c1ccc(CCNC(=O)CN2CCCCC2)cc1` gave GDH-TPI inh -4, Vc quorum ag 1.6, TcdB GH inh 1.2, Mtb UGM inh 2.5, PfHsp40 rescue -0.7, FadD28 FP inh -0.8, Y pestis TopoI 4 and FBA Mtb inh 2.
Screening CC(=O)OCC#CCSc1nc2ccccc2n1C returned GDH-TPI inh -2, Vc quorum ag inactive, TcdB GH inh 1.7, Mtb UGM inh -1.9, PfHsp40 rescue -0.1, FadD28 FP inh -0.3, Y pestis TopoI -3, FBA Mtb inh 0 and BioA inh -0.3.
`CCCC(=O)Nc1nc(C)c(C(C)=O)s1` gave GDH-TPI inh -2, Vc quorum ag -0.3, TcdB GH inh 0.9, Mtb UGM inh -1.7, PfHsp40 rescue -1.0, FadD28 FP inh -1.2, Y pestis TopoI 3, FBA Mtb inh -6 and BioA inh 4.9.
CP(=O)(COC(=O)c1ccccc1)COC(=O)c1ccccc1 was read as GDH-TPI inh -6, Vc quorum ag inactive, Mtb UGM inh 0.1, PfHsp40 rescue 5.1, FadD28 FP inh -2.3, Y pestis TopoI -4, FBA Mtb inh -1 and BioA inh 2.1.

The final four records of the part above are carried over, then new ones follow:
`NS(=O)(=O)c1ccc(CCNC(=O)CN2CCCCC2)cc1` gave GDH-TPI inh -4, Vc quorum ag 1.6, TcdB GH inh 1.2, Mtb UGM inh 2.5, PfHsp40 rescue -0.7, FadD28 FP inh -0.8, Y pestis TopoI 4 and FBA Mtb inh 2.
Screening CC(=O)OCC#CCSc1nc2ccccc2n1C returned GDH-TPI inh -2, Vc quorum ag inactive, TcdB GH inh 1.7, Mtb UGM inh -1.9, PfHsp40 rescue -0.1, FadD28 FP inh -0.3, Y pestis TopoI -3, FBA Mtb inh 0 and BioA inh -0.3.
`CCCC(=O)Nc1nc(C)c(C(C)=O)s1` gave GDH-TPI inh -2, Vc quorum ag -0.3, TcdB GH inh 0.9, Mtb UGM inh -1.7, PfHsp40 rescue -1.0, FadD28 FP inh -1.2, Y pestis TopoI 3, FBA Mtb inh -6 and BioA inh 4.9.
CP(=O)(COC(=O)c1ccccc1)COC(=O)c1ccccc1 was read as GDH-TPI inh -6, Vc quorum ag inactive, Mtb UGM inh 0.1, PfHsp40 rescue 5.1, FadD28 FP inh -2.3, Y pestis TopoI -4, FBA Mtb inh -1 and BioA inh 2.1.
`CC1CC(=Cc2ccc([N+](=O)[O-])cc2)C(=O)O1` (stereo unspecified) gave GDH-TPI inh 31*, Vc quorum ag inactive, TcdB GH inh 0.9, PfHsp40 rescue -0.6, FadD28 FP inh 0.6, Y pestis TopoI 5 and FBA Mtb inh -2.
`CC(=O)Nc1ccc(NC(=O)CSc2nnc(-c3cc(C)[nH]n3)n2N)cc1` gave GDH-TPI inh -2, Vc quorum ag -0.4, TcdB GH inh 0.8, Mtb UGM inh -1.1, PfHsp40 rescue -1.1, FadD28 FP inh -3.8, Y pestis TopoI -6, FBA Mtb inh -6 and BioA inh -0.8.
O=C(O)c1cccc(NC(=O)c2ccc3c(c2)C(=O)N(C2CCCCC2)C3=O)c1 was read as GDH-TPI inh 7, TcdB GH inh 1.8, Mtb UGM inh 0.7, PfHsp40 rescue -0.3, FadD28 FP inh -1.4, Y pestis TopoI 1, FBA Mtb inh -1 and BioA inh -1.0.
COc1ccc(-c2cc(C)nc3nc(N)nn23)cc1 was read as GDH-TPI inh 4, Vc quorum ag -1.4, TcdB GH inh 0.2, Mtb UGM inh 3.2, PfHsp40 rescue -1.2, FadD28 FP inh -4.7, Y pestis TopoI -2, FBA Mtb inh 124* and BioA inh 2.9.
`O=c1c(Cc2c(F)cccc2Cl)c(O)ccn1CCc1c[nH]c2ccccc12` gave GDH-TPI inh -8, Vc quorum ag -1.6, TcdB GH inh 1.7, Mtb UGM inh 0.2, PfHsp40 rescue -0.8, FadD28 FP inh -2.8, Y pestis TopoI -2 and FBA Mtb inh 0.
`CC(=O)c1c(C)[nH]c(C(=O)OCC(=O)Nc2c(C)cccc2C)c1C` gave GDH-TPI inh 4, Vc quorum ag -0.3, TcdB GH inh 1.7, Mtb UGM inh -1.6, PfHsp40 rescue 0.1, FadD28 FP inh -1.0, Y pestis TopoI -2, FBA Mtb inh 1 and BioA inh 3.2.
`CCOC(=O)c1nn(-c2ccccc2Cl)c(=O)cc1OCC(=O)Nc1cccc(OC)c1` gave GDH-TPI inh 2, Vc quorum ag 0.1, TcdB GH inh 2.2, PfHsp40 rescue -0.3, FadD28 FP inh -2.4, Y pestis TopoI 11, FBA Mtb inh 2 and BioA inh -2.0.
Screening NC(=O)CC(NC(=O)Cc1ccc(Cl)cc1)c1ccc(N2CCC(Cc3ccccc3)CC2)c([N+](=O)[O-])c1 (stereo unspecified) returned GDH-TPI inh 7, Vc quorum ag -0.7, TcdB GH inh 0.8, Mtb UGM inh 2.6, PfHsp40 rescue -0.3, FadD28 FP inh -0.5, Y pestis TopoI -6, FBA Mtb inh 5 and BioA inh -1.2.
Screening Cc1ccc(C(=O)Nc2ccc(C(F)(F)F)n(C)c2=O)cc1 returned GDH-TPI inh 1, Vc quorum ag -0.2, TcdB GH inh 0.1, Mtb UGM inh 0.0, PfHsp40 rescue 0.5, FadD28 FP inh -1.1, Y pestis TopoI 1 and FBA Mtb inh 3.
CC1CCCCC12NC(=O)N(CC(=O)Nc1ccccc1F)C2=O (stereo unspecified) was read as GDH-TPI inh 6, Vc quorum ag 5.6, TcdB GH inh 1.0, PfHsp40 rescue -0.1, FadD28 FP inh -2.1, Y pestis TopoI 3, FBA Mtb inh 4 and BioA inh -2.1.
For CC(NC(=O)COc1ccc(Oc2ccccc2)cc1)C(=O)O (stereo unspecified) the results were GDH-TPI inh 6, Vc quorum ag -0.3, Mtb UGM inh -4.3, PfHsp40 rescue -0.7, FadD28 FP inh -0.7, Y pestis TopoI 13, FBA Mtb inh -3 and BioA inh -0.1.
Screening CC(C)(C)OC(=O)N1CCC(CC2CC(c3cccc(Br)c3)=NO2)(C(=O)O)CC1 (stereo unspecified) returned GDH-TPI inh 0, Vc quorum ag -0.6, TcdB GH inh 4.6, Mtb UGM inh 3.9, PfHsp40 rescue 2.4, FadD28 FP inh -1.5, Y pestis TopoI 9, FBA Mtb inh -3 and BioA inh 1.8.
